# Apoferritin bind – qHTS Assay for Identification of Novel General Anesthetics. 0.074% of 350,000 active. apoferritin/1-aminoanthracene competitive binding, fluorescence. Potency, µM (highest dose often 77.5 µM), for the others: at the highest dose activity change, negative = displacement, usual class: inhibitors. Ferritin light chain (Equus caballus), P02791; further: potency means the concentration at half of the fitted maximal effect; on the % scale 0 is the no-effect control and ±100 the full control effect; nearly all actives have a fitted effect of over 20% in size
# Target sequence (P02791 2-175 limits assumed): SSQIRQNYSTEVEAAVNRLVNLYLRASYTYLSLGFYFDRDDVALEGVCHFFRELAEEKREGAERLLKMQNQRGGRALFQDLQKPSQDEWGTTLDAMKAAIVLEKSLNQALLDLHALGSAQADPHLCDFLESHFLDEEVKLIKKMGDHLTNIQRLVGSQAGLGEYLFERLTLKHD
#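 Apoferritin-based anesthetic binding model; compound displacement of fluorescent 1-AMA measured as endpoint fluorescence after 10 minutes at room temperature, scaled to free-ligand and complex controls.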
# ALOX12 inh – Primary qHTS assay for inhibitors of human arachidonate 12S-lipoxygenase (ALOX12): Round 2 | Polyunsaturated fatty acid lipoxygenase ALOX12 (Homo sapiens), P18054 | purified 12hLO, xylenol orange hydroperoxide absorbance | Potency, µM (doses to about 108 µM), for the others: at the highest dose activity change, negative = inhibition, most hits filed as inhibitors | 1.1% of 580,000 active | AID 1671190, 2021; further: potency means the concentration at half of the fitted maximal effect; on the % scale 0 is the no-effect control and ±100 the full control effect
#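 Purified human 12hLO (150 nM final) in 25 mM Hepes, 0.01% Triton X-100, pH 7.0 was preincubated 15 min at room temperature with compound. Then 40 uM arachidonic acid was added, 30 min. Hydroperoxide was read by Fe-XO absorbance ratio 573/405 nm.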
# LDHA inh – qHTS assay for inhibitors of human lactate dehydrogenase. L-lactate dehydrogenase A chain (Homo sapiens), P00338. purified LDHA, NADH/diaphorase-resazurin fluorescence; active compounds read low. activity change, % (values are at about 110 or 230 µM). 0.15% of 480,000 active. AID 1347041, 2019; in the data active means activity change below about -30%; inconclusive means mostly about -25% to -30%;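 further: plate controls were DMSO wells for no effect and wells without enzyme for full effect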
#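 Enzyme activity of human lactate dehydrogenase 5 (2 nM; 0.06 mM NADH, 0.2 mM pyruvate, 5 min, RT) is measured via a resazurin/diaphorase fluorescence readout of residual NADH.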
# POLH inh – qHTS for Inhibitors of Polymerase Eta; DNA polymerase eta (Homo sapiens), Q9Y253; recombinant Pol eta, fluorescent DNA replication assay; Potency, µM (top dose mostly 114 µM), inactives show at the highest dose activity change, negative = inhibition, most hits filed as inhibitors; 1.2% of 390,000 active; further: potency means the concentration at half of the fitted maximal effect; on the % scale 0 is the no-effect control and ±100 the full control effect
#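 Pol eta at 10 nM preincubated with compounds 15 min at room temperature; reaction started with fluorescent substrate (50 nM final) and read kinetically at 0 and 10 min.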
# ERG Ets-DNA blk – qHTS for Small Molecule Inhibitors of the ERG Ets/DNA interaction. 0.028% of 370,000 active. Potency, µM (series often up to 76.9 µM), inactives show at the top dose FP activity, negative = inhibition, actives largely listed as inhibitors. AID 624246, 2012. fluorescence polarization, His-ERG Ets domain / labelled DNA. Transcriptional regulator ERG (Homo sapiens), P11308; active means well fitted inhibition curve with a large enough effect in the polarisation, with a control signal flat; inconclusive means small, poorly fitted or top-dose-only effect, or effect the other way, or a change in a side signal; inactive means no such curve, though single readings can be large or run the other way; the % refers to the polarisation;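 further: polarization taken with two DNA probes labelled with fluorescein and Texas red; potency means the concentration at half of the fitted maximal effect; % of control where 0% means no effect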
# Target sequence (P11308 whole entry, looked up, the tested form may be a part): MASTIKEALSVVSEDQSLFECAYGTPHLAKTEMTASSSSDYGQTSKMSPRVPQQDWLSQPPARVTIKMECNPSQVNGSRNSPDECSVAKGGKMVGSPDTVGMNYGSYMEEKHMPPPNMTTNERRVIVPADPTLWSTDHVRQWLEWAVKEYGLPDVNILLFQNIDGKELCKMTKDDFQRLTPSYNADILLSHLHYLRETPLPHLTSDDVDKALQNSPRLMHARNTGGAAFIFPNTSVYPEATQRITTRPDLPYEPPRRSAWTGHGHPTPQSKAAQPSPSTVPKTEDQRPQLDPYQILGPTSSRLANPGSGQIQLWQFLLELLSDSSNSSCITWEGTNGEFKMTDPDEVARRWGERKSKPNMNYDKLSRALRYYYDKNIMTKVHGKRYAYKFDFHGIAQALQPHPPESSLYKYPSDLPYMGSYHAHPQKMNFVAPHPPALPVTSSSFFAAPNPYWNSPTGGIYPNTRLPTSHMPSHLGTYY
#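 His-tagged ERG Ets domain (1 uM in the protein solution; 300mM KCl, 50mM Tris-HCl, 1mM EDTA, 1mM DTT, pH 7.5) received compound, then a probe mix of 5 nM fluorescein-DNA and 100nM Texas-615-DNA. Fluorescence polarization was read for both dyes.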
# RGS4 inhibitor – Inhibitors of Regulator of G Protein Signaling (RGS) 4: qHTS | AID 504845, 2011 | Regulator of G-protein signaling 4 (Homo sapiens), P49798 | 0.039% of 390,000 active | Transcreener GDP fluorescence polarization, RGS4-accelerated GTP hydrolysis | Potency, µM (doses to about 114 µM), for the others: top-dose activity change, negative = inhibition, most hits filed as inhibitors; further: potency means the concentration at half of the fitted maximal effect; on the % scale 0 is the no-effect control and ±100 the full control effect; nearly all actives have a fitted effect of over 75% in size; some results filed as inactive show a strong effect at the top dose
# Target sequence (P49798 whole entry, looked up): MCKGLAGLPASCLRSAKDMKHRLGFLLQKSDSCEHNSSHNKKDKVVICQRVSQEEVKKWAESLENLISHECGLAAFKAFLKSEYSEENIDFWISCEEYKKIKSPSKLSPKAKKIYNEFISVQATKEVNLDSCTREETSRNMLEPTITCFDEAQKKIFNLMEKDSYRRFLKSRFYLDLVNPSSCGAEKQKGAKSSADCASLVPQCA
#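 MLSMR compounds (23 nl, pin-transferred) preincubated 10 min at room temperature with a 500nM (2x) first reagent, then RGS4 at 900nM (2x) plus Transcreener GDP mix added; fluorescence polarization (620/688 nm) read before and after 90 min at 30 °C.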
# Pol kappa inh – qHTS for Inhibitors of Polymerase Kappa. DNA polymerase kappa (Homo sapiens), Q9UBT6. purified Pol kappa, fluorescent DNA synthesis assay, 10 min. Potency, µM (titrated, usually from 107 µM), inactives show top-dose activity, negative = inhibition, most hits filed as inhibitors. 0.53% of 400,000 active; further: potency means the concentration at half of the fitted maximal effect; on the % scale 0 is the no-effect control and ±100 the full control effect
#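 Enzyme at 10 nM met test compounds for 15 min at room temperature. Substrate addition (50 nM final) began the reaction, which was monitored by fluorescence at 0 and 10 min.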
# APE1 inh – qHTS Assay for Inhibitors of the Human Apurinic/apyrimidinic Endonuclease 1 (APE1) | DNA repair nuclease/redox regulator APEX1 (Homo sapiens), P27695 | recombinant APE1, TAMRA/BHQ-2 abasic DNA cleavage fluorescence | Potency, µM (series often up to 65.8 µM), for inactives: at the top dose activity change, negative = inhibition, usual class: inhibitors | 0.35% of 350,000 active;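 further: potency means the concentration at half of the fitted maximal effect; plate controls were vehicle for no effect and reference inhibitor for full effect; nearly all actives have a fitted effect of over 55% in size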
#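 Quantitative HTS: incision of a TAMRA/BHQ-2 double-stranded substrate bearing a tetrahydrofuran abasic site by 0.75 nM APE1 raises fluorescence. Substrate 50 nM final, added after 15 min compound preincubation at room temperature; progress as third-minus-first kinetic read difference.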
# POLB inh – qHTS Assay for Inhibitors of DNA Polymerase Beta; P06746; AID 485314, 2010; Potency, µM (doses to about 114 µM), inactives show top-dose activity change, negative = inhibition, most hits filed as inhibitors; 1.3% of 340,000 active; Pol beta primer extension/strand displacement, fluorescence kinetic; further: potency means the concentration at half of the fitted maximal effect; on the % scale 0 is the no-effect control and ±100 the full control effect
#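 Values derive from four-parameter Hill fits of normalized kinetic data: reads at 0 and 10 min following addition of 50 nM substrate to 10 nM Pol beta preincubated 15 min with compound.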
# * marks the source's active call; other numbers are inactive results; ? = inconclusive; . = not tested or not shown; & = joins results of further samples; [ ] = remark or other dose. Unless noted, the call rests on the fitted dose curve; in most records, active means well fitted curve in the direction sought with a large enough effect; inconclusive means small, poorly fitted or top-dose-only effect, or another doubt; inactive means no such curve, though single readings can be large; an effect the other way counts as inactive or inconclusive. These rows are one share of the data; count on the stated rates, not on these rows.
canonical_smiles,Apoferritin bind,ALOX12 inh,LDHA inh,POLH inh,ERG Ets-DNA blk,RGS4 inhibitor,Pol kappa inh,APE1 inh,POLB inh
COC(=O)c1ccc(COc2ccccc2/C=C(\C#N)C(=O)NC(C)C)cc1,-4%,14%,-7,-3%,8%,3%,-12%,2%,1%
COc1ccc(C(C)N2CC34C=CC(O3)C(C(=O)O)C4C2=O)cc1 (stereo not given),-10%,0%,-6,-9%,0%,-12%,-17%,9%,19%
COCC(=O)NC1CCN(S(=O)(=O)c2ccc(C(=O)O)cc2)CC1,-2%,0%,-3,-9%,-9%,8%,1%,8%,28%
NS(=O)(=O)c1cc(C(=O)OCC(=O)c2ccccc2)c(Cl)cc1Cl,-19%,-18%,-8,-5%,17%,7%,3%,17%,9%
COc1ccc(CCNC(=O)COc2cc(=O)n(C)c3ccccc23)cc1OC,-5%,-1%,-7,-18%,0%,-1%,-1%,3%,10%
O=C(Nc1cc(-c2ccccc2)cs1)c1ccco1,.,?,-9,-8%,12%,3%,-2%,23%,.
COc1cccc(C2c3cc4c(cc3OC(N3CCCC3)C2C)OCO4)c1O (stereo not given),.,?,5,?,-3%,-12%,-12%,.,.
COCCCN(C(=S)Nc1cc(Cl)cc(Cl)c1)C(C)c1ccncc1 (stereo not given),-5%,-4%,-1,-21%,-7%,?,-9%,-3%,6%
Cc1cccc(C)c1NC(=O)NC1(C(=O)N2CCOCC2)CCCCC1,-5%,1%,-3,-6%,7%,-5%,6%,3%,43%
CCn1c(C(=O)N2CCCC(C(=O)NCCc3ccc(C)cc3)C2)cc2sccc21 (stereo not given),-13%,16%,5,-4%,.,-9%,-12%,-4%,2%
CS(=O)(=O)N(CCc1ccccc1)CC(=O)NCc1ccco1,-9%,16%,3,-12%,8%,-17%,-22%,1%,2%
O=C(Nc1nnc(SCc2c(Cl)cccc2Cl)s1)c1cccc([N+](=O)[O-])c1,-6%,2%,-4,-15%,3%,-13%,-7%,-2%,-27%
Oc1ccccc1-c1nnc2n1CCCCC2,-8%,0%,-1,-6%,4%,-17%,-5%,42%[activator],18%
Cc1ccc(-n2nc(C)c3c(C)cc(=O)n(CC(=O)Nc4ccc(C(C)C)cc4)c32)cc1,-7%,-8%,0,-5%,-2%,-5%,1%,.,12%
COCCN(C(=O)c1ccc(C)o1)c1c(N)n(CC(C)C)c(=O)[nH]c1=O,.,-2%,-2,-22%,7%,?,-7%,4%,.
COc1ccc(N2CCN(C(=O)c3cn(C)c4ccc(S(=O)(=O)N5CCOCC5)cc4c3=O)CC2)cc1,-7%&2%,0%&-27%,3&-2,-11%&-8%,8%&3%,1%&-2%,-6%&-21%,3%,6%&0%
CC1CC1C(=O)Nc1nc(-c2ccc(Cl)s2)cs1 (stereo not given),-5%,-13%,-4,6%,-7%,-5%,-12%,7%,-1%
CC(=O)NC(C(=O)c1ccccc1)N1CCCCC1 (stereo not given),-6%,-2%,-1,-10%,95%[activator],-22%,4%,46%[activator],1%
Cc1ccc(CN2CCN(Cc3cccc(OCCO)c3)CC2CCO)o1 (stereo not given),-8%,-1%,-8,1%,-2%,17%,-2%,0%,5%
O=C(O)CCCSc1nccn1-c1ccccc1,-1%,0%,-4,-16%,-1%,0%,3%,-2%,14%
CN1CCN(S(=O)(=O)c2ccc(Br)c3ccccc23)CC1,7%,4%&-5%,-4&2,-1%,16%,43%,-9%,3%,41%
CCCCNc1ccc(C(F)(F)F)cc1S(=O)(=O)NCCc1ccc(F)cc1,.,-8%,2,-8%,3%,18%,-9%,-3%,.
CC1CCN(C(=S)NC(=O)c2ccccc2Br)CC1,-9%,-17%,-4,-17%,-12%,-41%,-24%,18%,1%
COc1ccccc1CNC(=O)COC(=O)CNS(=O)(=O)c1ccc(NC(C)=O)cc1,.,?,-12,-15%,-14%,-22%,-18%,-5%,.
Cn1cc(S(=O)(=O)N2CCOCC2)cc1C(=O)O,.,-5%,-9,2%,11%,2%,-3%,44%,.
CO[C@@H]1[C@@H](OC(N)=O)[C@@H](O)[C@H](Oc2ccc3c(O)c(NC(=O)c4ccc(O)c(CC=C(C)C)c4)c(=O)oc3c2C)OC1(C)C,1%,?,.,.,.,.,-16%[60.1 µM],13%,.
CCCN1CC=C2C(C#N)=C(N)C(C#N)(C#N)C(c3cccc(OC)c3OC)C2C1 (stereo not given),9%,4%,2,-7%,.,-24%,-16%,-8%,15%
CC(C)COC(=O)N1CC(O)CC1C(=O)O (stereo not given),-4%,0%,0,?,-5%,11%,-2%,-1%,7%
O=S(=O)(NCc1cccnc1)c1ccc(Cl)c(Cl)c1,-5%,226%[activator],1,-16%,-6%,-18%,5%,0%,36%
CCOC(=O)C1=C(COc2ccccc2)NC(=O)NC1c1ccc2ccccc2c1 (stereo not given),.,?,-4,-4%,1%,3%,2%,.,.
NC(=O)c1cc([N+](=O)[O-])ccc1NCc1ccc(N)cc1,.,-22%,0,-23%,11%,3%,7%,9%,.
O=C(Nc1ccc2c(c1)OCO2)[C@@H]1[C@@H]2C(=O)N(C3CCCCC3)C(=O)[C@@H]2C2c3ccccc3C=CN21 (stereo not given in full),-8%,0%,.,.,.,.,.,6%,1%
O=C(CCn1c(=O)sc2ccccc21)NC1=NCCS1,-3%,-14%,-14,-11%,.,1%,-4%,-4%,-15%
Cc1ccc(N2CC(C(=O)NC3CCC(C)CC3)CC2=O)cc1 (stereo not given),-2%,0%,-1,-14%,2%,9%,-1%,30%,9%
O=C(CSC(=S)N1CCOCC1)Nc1nc(-c2ccccc2)c(-c2ccccc2)o1,2%,3%,-3,-13%,-2%,-30%,0%,-1%,25%
Cc1nc2ccccc2c(C)c1CC(=O)OC(C)C(=O)NC1(C#N)CCCCC1 (stereo not given),.,4%,-3,-19%,-9%,2%,-5%,27%,.
CCOC(=O)c1ccc(NC(=O)CCCc2nc(-c3ccccc3Cl)no2)cc1,-12%,-7%,1,-6%,0%,-17%,-19%,.,?
CC(C)NC(=O)C1CCN(c2nc3ccccc3nc2C(F)(F)F)CC1,4%,-14%,-10,-6%,-4%,-11%,-3%,.,4%
COc1ccc(C)cc1NC(=O)c1ccc(NS(=O)(=O)c2cccs2)cc1,4%,0%,-4,0%,-13%,15%,-14%,17%,2%
COCCSc1ccccc1C(=O)NCCc1ccccc1,-5%,?,-11,-12%,6%,6%[56.9 µM],-8%,3%,-19%
O=C(N/N=C/c1cc2c(cc1Br)OCO2)C1COc2ccccc2O1 (stereo not given),-7%,-8%,-2,-9%,-5%,13%,-2%,-4%,-5%
O=C(CN1CCN(Cc2cccc(F)c2)CC1)Nc1ccccc1F,-2%,0%,-5,-16%,4%,7%,-16%,6%,-1%
CCOC(=O)CN1C(=N)N(c2nc(NC(C)C)nc(NC(C)C)n2)CC1=O,-4%,-23%,-7,4%,-5%,3%,-4%,-2%,8%
Cc1ccccc1-n1c(O)cc(=O)[nH]c1=S,-8%,-28%,-4,-20%,7%,-45%,-18%,-3%,-1%
CCCc1cc(=O)oc2cc(OCC(=O)NCCc3c[nH]c4ccc(OC)cc34)ccc12,-15%,0%,-2,-9%,8%,8%,10%,1%,12%
O=C(Nc1cccnc1)c1ccc(N2CCOCC2)c([N+](=O)[O-])c1,-10%,?,-7,-7%,2%,-15%,-23%,28%,-14%
Cc1ccc(C)c(NC(=S)NNC(=O)c2csc3c2CCC(C)C3)c1 (stereo not given),28µM*,?,-1,-12%,20%,-40%,-5%,0%,1%
CC1(C)CC(=NO)CC(C)(C)N1,-4%,?,-6,3%,0%,-16%,-23%,0%,3%
COc1ccc(N2C(=O)CSC23C(=O)N(CC(=O)NC2CCCC2)c2ccccc23)cc1 (stereo not given),-14%,-4%,-2,-5%,5%,-3%,-14%,-10%,52%
CC(=O)Nc1cc2c3c(c1)CCN3C(=O)CC2,-3%,-1%,3,-8%,6%,0%,-12%,60%,-1%
Cc1cccc(C)c1NC(=O)CSc1nnc([C@@H]2CCCN2C(=O)OC(C)(C)C)o1,-9%,6%,2,-4%,-8%,17%,1%,6%,-15%
O=C1CSC(=S)N1c1cccc(Br)c1,?,-17%,0,-1%,37%[activator],-2%,-23%,18%,38%

# Entries listed so far shown as hits in Apoferritin bind:
compound | Apoferritin bind | ALOX12 inh | LDHA inh | POLH inh | ERG Ets-DNA blk | RGS4 inhibitor | Pol kappa inh | APE1 inh
Cc1ccc(C)c(NC(=S)NNC(=O)c2csc3c2CCC(C)C3)c1 (stereo not given) | 28µM* | ? | -1 | -12% | 20% | -40% | -5% | 0%

# Compound activity: PubChem, National Center for Advancing Translational Sciences (NCATS)
